High-throughput results as filed in PubChem.
NR2E3 ag-1: NR2E3 (human) agonism; inhibition of corepressor binding, % at 4.78 µM; hit rate 0.12% among 320,000; AID 2300; GST-NR2E3/biotin-RetCOR TR-FRET, 1536-well;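 active = percent inhibition above the cutoff of mean plus 3 SD of all tested compounds, set per screening campaign, cut at about 20% in these data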;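 note: 0% = DMSO wells and 100% = biotin wells as full block of FRET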
Target sequence (Q9Y5X4 whole entry, looked up): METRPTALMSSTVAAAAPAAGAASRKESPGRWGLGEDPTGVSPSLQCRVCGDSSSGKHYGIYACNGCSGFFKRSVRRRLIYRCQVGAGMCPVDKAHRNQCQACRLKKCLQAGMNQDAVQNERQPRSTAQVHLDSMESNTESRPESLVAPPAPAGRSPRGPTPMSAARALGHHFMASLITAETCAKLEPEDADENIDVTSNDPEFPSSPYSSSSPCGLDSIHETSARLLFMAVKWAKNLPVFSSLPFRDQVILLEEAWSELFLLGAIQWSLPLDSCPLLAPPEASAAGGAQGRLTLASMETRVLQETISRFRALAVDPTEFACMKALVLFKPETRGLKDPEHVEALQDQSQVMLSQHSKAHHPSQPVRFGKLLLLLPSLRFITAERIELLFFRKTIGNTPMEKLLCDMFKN
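System: GST-tagged NR2E3 plus biotinylated RetCOR corepressor; Amount: 1.35 nM GST-tagged NR2E3 final; Dosing: single nominal compound dose of 4.8 µM; Schedule: 5 h incubation at 4 °C; Technique: TR-FRET with europium anti-GST and streptavidin-D2, 340 nm excitation; Controls: biotin wells as high control, 0.6% DMSO wells as low control.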
KKLEB cytotox: CF airway cell cytotoxicity counter-screen | KKLEB CF airway cells viability, ATPlite luminescence, overnight; hits give low values; cells stimulated with P. aeruginosa culture filtrate | activity change (cytotoxicity), % at 5 µM | hit rate 0.36% among 360,000;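 active = corrected activity change at or below -50% at 5 µM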
NR2E3 ag-2: agonists of human NR2E3 nuclear receptor; Q9Y5X4; CHO-S Gal4-NCOR/VP16-NR2E3 two-hybrid, luciferase; inhibition of corepressor binding, % at 3.98 µM; hit rate 0.35% among 360,000; AID 602229;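 active = inhibition above the mean of all tested compounds plus 3 SD, cut at about 70% in these data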;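 note: 0% = DMSO with NR2E3 transfected cells and 100% = cells lacking NR2E3 construct; higher means lower luciferase signal from less NR2E3 corepressor binding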
HIF-2a inh: blocks HIF-2a reporter activity; hit rate 0.72% among 360,000; 786-0 RCC cells HIF-2a reporter, luciferase luminescence, overnight; inhibition, % at 18.8 µM;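 active = inhibition of the luminescence signal of 40% or more relative to plate controls, in a single-dose primary screen at 18.75 µM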
MITF TRPM1 inh: inhibitors of MITF-driven TRPM1 promoter in melanoma cells. SK-MEL-5 TRPM1 promoter luciferase, 24 h. inhibition, % at 12.5 µM. hit rate 0.83% among 330,000. AID 488899;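 active = mean inhibition across replicates of 60% or more, whatever share of single replicates reaches that level; inconclusive = some that reach 60%, reason not given; inactive = mean inhibition across replicates below 60%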; note: values of inactives mirror those of a sister screen read the other way
Vif inh: inhibitors of HIV Vif; HEK293T cells, Vif self-association by quenched fluorescence, imaging, 24 h; inhibition, % at 7.49 µM; hit rate 0.35% among 340,000; in the data active = inhibition above about 50%, passing the limit was not always enough; inconclusive = no clear call, values can overlap the other calls; inactive = below about 31%; note: some results filed as inactive read as strong as hits
Shn3 3UTR inh: Schnurri-3 reporter inhibition in Clone20 osteoblasts; Clone20 osteoblast Shn3 3'UTR firefly luciferase, 24 h; inhibition, % at 12.5 µM; hit rate 0.52% among 360,000; AID 588674;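 active = mean inhibition of at least 75% with every replicate also reaching 75%; inconclusive = mean inhibition at least 75% but some replicate below; inactive = mean inhibition below 75%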;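 note: 0% = median of neutral control wells and 100% = pilot-screen positive control compound; some compounds past the cut are filed as inactive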
CF NFkB block: inhibitors of cystic fibrosis induced NF-kB; KKLEB NF-kB-GFP reporter, PAF-induced, GFP fluorescence overnight; inhibition, % at 5 µM; hit rate 0.86% among 360,000; AID 588850;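 active = at least 50% inhibition at 5 µM, scaled per plate between neutral and stimulator controls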;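 note: PAF is a Pseudomonas aeruginosa culture filtrate used as stimulus; plate controls were PAF-stimulated DMSO wells for no effect and unstimulated DMSO wells for full effect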
CaV13 FRET inh: Disruptors of the CACNA1D IQ motif to Ca2+-dependent inactivation inhibitor domain association, primary screening, Förster resonance energy transfer in intact living …; HEK cells, CFP/YFP FRET ICDI-IQ, plate reader, 10 min; percent FRET-ratio fall versus neutral wells; inhibition, % at 12.3 µM; hit rate 0.098% among 340,000;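 active = mean replicate inhibition of at least 30% and at least 1% of replicates passing that level; inconclusive = only one of the two criteria is met; inactive = neither criterion is met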;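 note: 0% = median of the neutral control wells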
PDI inh: inhibitors of human protein disulfide isomerase; P07237; PDI insulin aggregation turbidity, A650, 90 min; inhibition, % at 10 µM; hit rate 0.052% among 350,000; AID 588391;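 active = mean inhibition across replicates of 30% or more, whatever share of single replicates reach that level; inconclusive = mean inhibition below 30% while every single replicate reaches 30%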;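 note: absorbance from insulin aggregation driven by PDI reduction with DTT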
Target sequence (P07237 whole entry, looked up): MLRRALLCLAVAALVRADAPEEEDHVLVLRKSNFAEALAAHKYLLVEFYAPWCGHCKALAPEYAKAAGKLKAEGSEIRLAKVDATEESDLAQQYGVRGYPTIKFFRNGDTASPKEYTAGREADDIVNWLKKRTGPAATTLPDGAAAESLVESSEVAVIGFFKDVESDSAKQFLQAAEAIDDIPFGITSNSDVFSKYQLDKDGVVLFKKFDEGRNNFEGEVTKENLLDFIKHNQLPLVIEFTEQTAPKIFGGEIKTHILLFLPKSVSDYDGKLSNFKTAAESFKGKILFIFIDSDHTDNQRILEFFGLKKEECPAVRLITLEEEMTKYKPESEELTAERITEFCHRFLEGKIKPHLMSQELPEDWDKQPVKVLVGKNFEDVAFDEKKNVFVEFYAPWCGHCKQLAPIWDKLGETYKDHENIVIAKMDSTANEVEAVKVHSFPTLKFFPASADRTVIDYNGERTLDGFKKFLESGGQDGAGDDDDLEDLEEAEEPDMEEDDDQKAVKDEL
Peg3 promoter: reduces Peg3 promoter-driven luciferase expression in HeLa; HeLa PEG-Prom luciferase reporter, luminescence, overnight; inhibition, % at 20 µM; AID 588405; hit rate 1.7% among 360,000;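 active = inhibition of at least 50% at 20 µM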
* marks the source's active call; other numbers are inactive results; ? = inconclusive; . = not tested or not shown.

SMILES	NR2E3 ag-1	KKLEB cytotox	NR2E3 ag-2	HIF-2a inh	MITF TRPM1 inh	Vif inh	Shn3 3UTR inh	CF NFkB block	CaV13 FRET inh	PDI inh	Peg3 promoter
Nc1nc(SCC(=O)N2CCOCC2)[nH]c(=O)c1-c1ccccc1	4	-2	22	5	14	35	-7	-22	-5	3	5
S=C(NCC1COc2ccccc2O1)Nc1ccc(Br)cc1 (configuration not stated)	1	0	-48	-34	0	-5	9	-6	.	0	-5
COc1cc(SC)ccc1C(=O)NNC(=O)c1cc(C)oc1C	-2	-21	-102	-95	-23	-10	-65	12	-6	1	-129
CN(CCc1nc2ccc(Cl)cc2[nH]1)Cc1nc(CC2CC2)no1	1	-3	-2	13	7	-1	6	-1	4	-3	18
CCOCCCNC(=O)C(NC(=O)Cc1c[nH]c2ccccc12)c1ccccc1 (configuration not stated)	2	-6	15	13	11	-2	9	18	-10	3	22
CCN(C(=O)CSc1ncccc1C(=O)O)C1CCCCC1	-1	4	-20	8	-7	8	-13	0	-6	1	16
COc1cc(OC)c(S(=O)(=O)N2CCCCC2)cc1S(=O)(=O)N1CCCCC1	0	8	5	11	9	-2	-3	-5	.	5	6
Cc1nnc(NC(=O)Nc2ccc(Cl)c(Cl)c2)s1	2	-33	0	-56	-15	-6	21	83*	-4	-1	-14
Cc1ccc(CNC(=O)Nc2ccc(F)cc2F)n1C	.	-4	-15	-9	5	.	-17	10	-5	-9	1
Cc1onc(-c2ccccc2)c1C(=O)Nc1ccncc1	-4	-5	9	-7	9	0	25	-3	-4	-9	-6
CC1=C(c2ccccc2)SC2=NCCN21	.	-5	6	6	6	-4	-2	4	-14	2	4
COc1ccc(-c2csc(NC3OC(=O)c4ccccc43)n2)cc1 (configuration not stated)	2	-4	-36	-117	-30	?	-25	43	-4	9	-32
COc1ccccc1C(=O)OCC(=O)Nc1cc(S(=O)(=O)N2CCOCC2)ccc1N1CCCC1	-1	-14	-24	18	1	-2	-26	-3	4	-1	17
COc1ccc(OC)c(C2CC(=O)N3CN(c4cccc(Cl)c4C)CSC3=C2C#N)c1 (configuration not stated)	-3	10	-33	6	4	-4	-2	1	18	.	4
CCCCC(=O)N(Cc1ccc(F)cc1)C1CCS(=O)(=O)C1 (configuration not stated)	-5	5	8	12	-5	6	-16	0	-4	15	8
C[C@H]1CN([C@@H](C)CO)S(=O)(=O)c2ccc(Br)cc2O[C@H]1CN(C)C(=O)c1cccnc1	.	-6	-30	-9	.	-2	-4	1	-3	12	-13
COC1=CC(=O)c2nc(Cl)ccc2C1=O	.	-91*	64	90*	.	8	98*	83*	-6	.	107*
CCOCCCNS(=O)(=O)c1cc2[nH]c3c(c2cc1C)C(=O)CC(C)(C)C3	2	-3	-6	7	13	-3	21	-2	-17	-1	23
Cc1ccc(S(=O)(=O)CCc2nnc(NC(=O)c3cnccn3)s2)cc1	2	2	-25	10	-1	.	7	-6	-3	1	17
Cc1ccccc1C(=O)c1c[nH]c(C(=O)NCC2CCCO2)c1 (configuration not stated)	-2	8	-39	-22	-5	-1	-6	16	.	-2	-18
O=C(C1=COCCO1)N1CCN(C(c2ccccc2)c2ccccc2)CC1	3	-5	-15	10	4	3	-12	1	-4	1	9
COCCCNC(=O)CS(=O)(=O)Cc1nc(-c2cccc(OC)c2)oc1C	-6	6	-8	25	3	-1	-5	-2	-4	4	11
O=S1(=O)CC(N2CCC(c3ccccc3)CC2)CN1C1CCCCC1 (configuration not stated)	.	0	-3	-27	.	.	-11	-13	-6	.	-18
Cc1cc2ccccc2n2c(SCC(=O)N3CCc4ccccc4C3)nnc12	-2	9	-13	7	-9	7	2	-3	-6	-4	-1

One compound at a time (already shown). Screens in order: NR2E3 ag-1, KKLEB cytotox, NR2E3 ag-2, HIF-2a inh, MITF TRPM1 inh, Vif inh, Shn3 3UTR inh, CF NFkB block, CaV13 FRET inh, PDI inh, Peg3 promoter
`CCOCCCNS(=O)(=O)c1cc2[nH]c3c(c2cc1C)C(=O)CC(C)(C)C3` is entered as 2, -3, -6, 7, 13, -3, 21, -2, -17, -1, 23
`Cc1ccc(S(=O)(=O)CCc2nnc(NC(=O)c3cnccn3)s2)cc1` is entered as 2, 2, -25, 10, -1, ., 7, -6, -3, 1, 17

Other results follow:
SMILES	NR2E3 ag-1	KKLEB cytotox	NR2E3 ag-2	HIF-2a inh	MITF TRPM1 inh	Vif inh	Shn3 3UTR inh	CF NFkB block	CaV13 FRET inh	PDI inh	Peg3 promoter
Cc1ccc(S(=O)(=O)N2CCCC(C(=O)Nc3cccnc3)C2)cc1 (configuration not stated)	-3	-9	4	15	5	-20	-7	8	-4	-2	11
Cc1ccc(C(=O)N(Cc2sccc2C)C2CCS(=O)(=O)C2)cc1 (configuration not stated)	2	-16	-5	14	-4	-3	4	-1	-5	1	4
CCn1c(COc2ccccc2C)nnc1SCC(=O)OC	-4	3	-16	-1	-2	14	28	2	-6	-1	15
COc1ccc(C(CNC(=O)Cc2ccc3ccccc3c2)N(C)C)cc1 (configuration not stated)	-3	-2	7	6	-7	5	7	5	-4	-5	12
O=C(CSc1ncn[nH]1)OCN1C(=O)c2ccccc2C1=O	1	-7	-9	9	-3	-1	2	15	-6	-10	-18
O=C(CSc1ncccn1)Nc1cc(Cl)ccc1[N+](=O)[O-]	-2	2	-22	12	-3	-8	-10	9	-6	8	3
CC(C(=O)Nc1cccc([N+](=O)[O-])c1)N(c1ccccc1)S(C)(=O)=O (configuration not stated)	2	9	-10	21	3	-7	-1	-6	-2	-2	6
CCOC(=O)c1ccc(NC(=O)/C=C/c2cccs2)cc1	2	20	-77	-242	-89	-22	-54	-15	-3	11	-313
CC1(C)c2ccccc2-n2c1cc1oc(=O)cc(O)c1c2=O	1	-3	-25	25	10	2	.	-7	-4	0	6
O=C(C1CCN(S(=O)(=O)Cc2ccccc2)CC1)N1CCCc2ccccc21	0	3	10	-32	21	-11	-2	-1	-2	10	-5
CCOC(=O)C(=O)Nc1ccc2c(c1)OCO2	0	-7	-13	-44	-10	30	2	3	-4	9	-26
O=C(O)c1ccc(S(=O)(=O)N2CCN(c3ccccn3)CC2)cc1	-1	0	-29	11	-13	1	-2	6	-21	-1	-2
CC(C)c1ccc(CNC(=O)CSCC(=O)Nc2ccc3ccccc3c2)cc1	7	3	-19	-35	3	-18	6	3	-6	-1	9
O=C1C(c2ccncc2)=C(O)c2ccccc21	-4	5	-140	-81	-22	1	1	-14	-1	-1	-113
Nc1ncnc2c1ncn2[C@H]1CC[C@@H](CO)O1	0	6	6	-8	-1	-2	14	-4	.	.	9
Cc1nc(NC(=O)COC(=O)CCS(=O)(=O)c2ccccc2Cl)c(Cl)cc1Cl	3	0	-11	1	-3	-5	-18	-1	-6	5	-8
Cc1cc2c(c(/C=C/C(=O)c3ccccc3)c1)OC1(C=C2)Oc2ccccc2C(=O)N1C (configuration not stated)	6	-23	-18	80*	40	1	93*	62*	-7	1	80*
CSCC(=O)NC1CCCc2c1cnn2-c1cc(F)cc(F)c1 (configuration not stated)	.	-8	-44	-110	-11	-3	-20	-11	-6	-2	-38
Cc1ccc(C)c(NC(=O)c2cnn3ccccc23)c1	5	8	-17	-94	-20	-10	12	1	-5	-9	-9
C[C@H](NC(=O)CCn1nnc2ccccc2c1=O)C(=O)O	-1	-4	-15	21	-6	1	12	21	-4	1	7
CCOC(=O)c1cc(OCC)c2c(ccc3cc(OC)ccc32)n1	.	6	-16	-10	.	7	8	0	-7	7	-5
Cc1ccc2nc(CCc3nc4ccc(C)cc4[nH]3)[nH]c2c1	0	12	-7	4	-6	7	-6	-28	-6	3	-8
O=S(=O)(c1ccc(Oc2ccc(F)c(Cl)c2)nc1)N1CCOCC1	-1	-11	-13	2	-7	-3	-1	14	-5	0	-15
CC(NC(C)c1ccccc1Cl)C(=O)Nc1cccc(S(=O)(=O)N2CCCCC2)c1 (configuration not stated)	0	1	-27	21	1	9	-7	-21	-4	-2	26
O=C(CS(=O)CC(=O)Nc1cccnc1)Nc1ccc(F)cc1 (configuration not stated)	2	3	8	13	0	4	8	-2	-3	-1	8
Cc1nnc(NC(=O)CN2CCN(Cc3c(Cl)cccc3Cl)CC2)s1	2	-6	-15	2	4	3	17	5	-5	5	24
Cc1onc(-c2c(F)cccc2Cl)c1C(=O)N=C(N)N1CCCC1	-2	0	-2	9	7	3	4	5	-5	-4	6
CCOc1ccc(NC(=O)COC(=O)CC2CC3CCC2C3)cc1 (configuration not stated)	.	8	-18	-2	0	4	-11	-39	-2	-2	-5
O=C1Nc2ccccc2Nc2ncccc21	5	-12	-10	15	4	-7	3	18	-5	0	15
COc1cccc(/C=C2\N=C(c3c(-c4ccccc4)noc3C)OC2=O)c1OC	0	0	8	-3	-9	0	5	-9	-5	4	10
O=C(Cn1cnc2c(OCc3ccccc3)ncnc21)NCc1ccccn1	.	-6	-2	-3	0	.	15	-4	-6	5	8
CC(C)C[C@H](NC(=O)CC[C@H]1O[C@@H](n2ccc(=O)[nH]c2=O)[C@H](O)[C@@H]1O)C(=O)O	.	-7	4	12	.	6	2	0	-4	.	-5
CN(C=C1C(=O)CC(C)(C)CC1=O)CCN1CCNCC1	4	-4	7	20	-5	3	0	2	.	-10	12
CN(C)c1ccccc1-c1cc(NC=O)c2ncc(-c3cccc(C(F)(F)F)c3)n2c1	.	6	-12	19	.	.	-10	-277	-18	-3	42
NS(=O)(=O)c1ccc(CNC(=O)c2ccc(Cl)c([N+](=O)[O-])c2)cc1	0	-4	-19	20	8	1	-6	-6	-17	1	1
CN(C(=O)COC(=O)c1ccccc1SCC(=O)N1CCCC1)C1CCS(=O)(=O)C1 (configuration not stated)	2	11	-4	8	-4	2	19	19	-5	-1	-2
COC(OC)C(C)NC(=O)NC(=O)c1ccccc1Cl (configuration not stated)	1	3	-2	8	-1	16	-52	10	2	4	10
COc1ccc(C(=O)Nc2ccccc2C(N)=O)cc1	-1	-26	-68	-343	-84	5	-54	2	-4	-4	-257
O=C(O)c1ccc(NC(=O)c2cn(-c3ccccc3)nc2-c2ccc(Cl)cc2)cc1	1	8	-14	-87	-3	6	-15	18	-6	-12	-80
Cc1[nH]c(=O)[nH]c(=O)c1S(=O)(=O)N1CCCC(C(=O)NCc2ccccc2Cl)C1 (configuration not stated)	-3	1	27	13	10	-1	-9	16	-5	0	10
COc1ccc(CNC(=O)c2c(O)c3cccc4c3n(c2=O)CCC4)cc1	.	-19	-6	12	3	9	2	-8	.	-3	4
Cc1c(NC(=O)C(C)N2C(=O)C3C4C=CC(C4)C3C2=O)c(=O)n(-c2ccccc2)n1C (configuration not stated)	-2	-14	-13	7	-10	7	0	22	-7	-3	-6
